Screening results as filed in PubChem.
a7 integrin act: qHTS for Activators of Integrin-Mediated Alleviation for Muscular Dystrophy | 350,000 tested, 0.064% active | Potency, µM (titrated, usually from 38.3 µM), without a hit: top-dose activation, hits mostly activators | alpha7betagal myoblasts, beta-gal FDG fluorescence, 48 h;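 further: potency means the concentration at half of the fitted maximal effect; 100% = response of the positive control SU9516; nearly all actives have a fitted effect of over 60% in size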
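alpha7betagal+/- myoblasts (passage 13, 250/well) treated 48 h at 37C with compounds at 1:260 dilution of DMSO stock. Lysed, then beta-galactosidase activity read as FDG fluorescence (ex 480/em 540) after 30 min, with pre-read for autofluorescence.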
TRPV1 ag: HTS Assay for Compounds that Act as Agonists of the Vanilloid Receptor 1; Transient receptor potential cation channel subfamily V member 1 (Homo sapiens), Q8NER1; TRPV1-expressing cells, Fluo-8 calcium influx, agonist mode; activation, % at 8.33 µM; 320,000 tested, 0.19% active; AID 540275, 2011; in the data active means activation above about 80%; inconclusive means between about 30% and that limit; further: 0% is about no effect
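Cells expressing TRPV1 were dye-loaded with Fluo-8 and read kinetically: 10 s baseline, 3 min after compound (agonist portion), then 2 min after EC20 capsaicin (allosteric enhancer portion). Calcium-bound dye fluorescence at 480/520 nm.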
A-T KAP1 phos: qHTS Assay for Identifying a Potential Treatment of Ataxia-Telangiectasia. […] A-T fibroblasts, KAP-1 phosphorylation AlphaLISA; neocarzinostatin DNA damage 30 min before lysis. Potency, µM (doses to about 57.5 µM), for inactives: at the highest dose activation, most hits filed as activators. 320,000 tested, 0.19% active. AID 485349, 2010; further: potency means the concentration at half of the fitted maximal effect; % of control where 0% means no effect; nearly all actives have a fitted effect of over 45% in size
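hTERT-immortalized A-T patient fibroblasts ([…]), 500 cells/well in OPTI-MEM, 1% FBS, got compounds for 60 min, then NCS for 30 min at 37C. Lysates were then assayed for phospho-KAP-1 by AlphaLISA (anti-pKAP1 donor, anti-KAP1 acceptor beads), 6 hr at 25C.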
KCNH2 WT inh: qHTS for Inhibitors of KCHN2 3.1: Wildtype qHTS. Voltage-gated inwardly rectifying potassium channel KCNH2 (Homo sapiens), Q12809. U2OS, BacMam KCNH2, thallium flux FluxOr; hits give low values. activity change, % at 1.84 µM. 340,000 tested, 0.37% active. AID 720551, 2013;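 active means maximum activity change below -70%; inconclusive means maximum activity change between -70% and -50%; inactive means maximum activity change above -50%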; further: on the % scale 0 is the no-effect control and ±100 the full control effect
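U2OS cells were transduced with wild-type KCNH2 virus (2.03 x 10^8 / mL) for 4 h at room temperature, then cultured overnight at 37 C. Thallium flux was read with FluxOr dye. Rate constants were normalized to DMSO controls.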
Coupling enz: qHTS Assay for Inhibitors of Fructose-1,6-bisphosphate Aldolase from Giardia Lamblia: Coupling assay counterscreen; 290,000 tested, 0.67% active; coupling enzyme system counterscreen, AmpLite Red fluorescence; activity change, negative = inhibition, % at 58.2 µM, hits read low; in the data active means activity change below about -30%; further: on the % scale 0 is the no-effect control and ±100 the full control effect
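Final compound at 57.5 uM, incubated 10 min at RT with coupling enzyme reagent (glyceraldehyde-3-phosphate), then 20 min with substrate and AmpLite Red detection. Fluorescence read at 525/598 nm; tests interference with the coupling assay, not aldolase inhibition.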
MBNL1 CUG block: qHTS Assay for Inhibitors of MBNL1-poly(CUG) RNA binding | Muscleblind-like protein 1 (Homo sapiens), Q9NR56 | TR-FRET MBNL1-His/biotin-(CUG)12 binding, 665/545 ratio | Potency, µM (titrated, usually from 57.5 µM), without a hit: top-dose activity change, negative = inhibition, usual class: inhibitors | 280,000 tested, 0.036% active | AID 2675, 2010; active means well fitted inhibition curve with a large enough effect in the signal ratio, with a control signal flat, not every such curve was filed as active; inconclusive means small, poorly fitted or top-dose-only effect, or effect the other way, or a change in a side signal; inactive means no such curve, though single readings can be large or run the other way; the % refers to the signal ratio; further: potency means the concentration at half of the fitted maximal effect; on the % scale 0 is the no-effect control and ±100 the full control effect
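His-tagged MBNL1 binding to biotinylated (CUG)12 RNA was measured by TR-FRET using terbium anti-His antibody (0.055 ng/ul final) and streptavidin-XL665 (5 nM final). Compounds were titrated 92 nM to 58 uM; 60 min at room temperature.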
MLL CXXC-DNA inh: qHTS Fluorescence Polarization Assay for Inhibitors of MLL CXXC domain - DNA interaction | Histone-lysine N-methyltransferase 2A (Homo sapiens), Q03164 | MLL-CXXC / FITC-HOXA9 DNA fluorescence polarization | Potency, µM (titrated, usually from 115 µM), inactives show top-dose activity change, negative = inhibition, most hits filed as inhibitors | 290,000 tested, 0.037% active | AID 2662, 2010; active means well fitted inhibition curve with a large enough effect in the polarisation, with a control signal flat, not every such curve was filed as active; inconclusive means small, poorly fitted or top-dose-only effect, or effect the other way, or a change in a side signal; inactive means no such curve, though single readings can be large or run the other way; the % refers to the polarisation; further: potency means the concentration at half of the fitted maximal effect
Target sequence (Q03164 whole entry, looked up, the tested form may be a part): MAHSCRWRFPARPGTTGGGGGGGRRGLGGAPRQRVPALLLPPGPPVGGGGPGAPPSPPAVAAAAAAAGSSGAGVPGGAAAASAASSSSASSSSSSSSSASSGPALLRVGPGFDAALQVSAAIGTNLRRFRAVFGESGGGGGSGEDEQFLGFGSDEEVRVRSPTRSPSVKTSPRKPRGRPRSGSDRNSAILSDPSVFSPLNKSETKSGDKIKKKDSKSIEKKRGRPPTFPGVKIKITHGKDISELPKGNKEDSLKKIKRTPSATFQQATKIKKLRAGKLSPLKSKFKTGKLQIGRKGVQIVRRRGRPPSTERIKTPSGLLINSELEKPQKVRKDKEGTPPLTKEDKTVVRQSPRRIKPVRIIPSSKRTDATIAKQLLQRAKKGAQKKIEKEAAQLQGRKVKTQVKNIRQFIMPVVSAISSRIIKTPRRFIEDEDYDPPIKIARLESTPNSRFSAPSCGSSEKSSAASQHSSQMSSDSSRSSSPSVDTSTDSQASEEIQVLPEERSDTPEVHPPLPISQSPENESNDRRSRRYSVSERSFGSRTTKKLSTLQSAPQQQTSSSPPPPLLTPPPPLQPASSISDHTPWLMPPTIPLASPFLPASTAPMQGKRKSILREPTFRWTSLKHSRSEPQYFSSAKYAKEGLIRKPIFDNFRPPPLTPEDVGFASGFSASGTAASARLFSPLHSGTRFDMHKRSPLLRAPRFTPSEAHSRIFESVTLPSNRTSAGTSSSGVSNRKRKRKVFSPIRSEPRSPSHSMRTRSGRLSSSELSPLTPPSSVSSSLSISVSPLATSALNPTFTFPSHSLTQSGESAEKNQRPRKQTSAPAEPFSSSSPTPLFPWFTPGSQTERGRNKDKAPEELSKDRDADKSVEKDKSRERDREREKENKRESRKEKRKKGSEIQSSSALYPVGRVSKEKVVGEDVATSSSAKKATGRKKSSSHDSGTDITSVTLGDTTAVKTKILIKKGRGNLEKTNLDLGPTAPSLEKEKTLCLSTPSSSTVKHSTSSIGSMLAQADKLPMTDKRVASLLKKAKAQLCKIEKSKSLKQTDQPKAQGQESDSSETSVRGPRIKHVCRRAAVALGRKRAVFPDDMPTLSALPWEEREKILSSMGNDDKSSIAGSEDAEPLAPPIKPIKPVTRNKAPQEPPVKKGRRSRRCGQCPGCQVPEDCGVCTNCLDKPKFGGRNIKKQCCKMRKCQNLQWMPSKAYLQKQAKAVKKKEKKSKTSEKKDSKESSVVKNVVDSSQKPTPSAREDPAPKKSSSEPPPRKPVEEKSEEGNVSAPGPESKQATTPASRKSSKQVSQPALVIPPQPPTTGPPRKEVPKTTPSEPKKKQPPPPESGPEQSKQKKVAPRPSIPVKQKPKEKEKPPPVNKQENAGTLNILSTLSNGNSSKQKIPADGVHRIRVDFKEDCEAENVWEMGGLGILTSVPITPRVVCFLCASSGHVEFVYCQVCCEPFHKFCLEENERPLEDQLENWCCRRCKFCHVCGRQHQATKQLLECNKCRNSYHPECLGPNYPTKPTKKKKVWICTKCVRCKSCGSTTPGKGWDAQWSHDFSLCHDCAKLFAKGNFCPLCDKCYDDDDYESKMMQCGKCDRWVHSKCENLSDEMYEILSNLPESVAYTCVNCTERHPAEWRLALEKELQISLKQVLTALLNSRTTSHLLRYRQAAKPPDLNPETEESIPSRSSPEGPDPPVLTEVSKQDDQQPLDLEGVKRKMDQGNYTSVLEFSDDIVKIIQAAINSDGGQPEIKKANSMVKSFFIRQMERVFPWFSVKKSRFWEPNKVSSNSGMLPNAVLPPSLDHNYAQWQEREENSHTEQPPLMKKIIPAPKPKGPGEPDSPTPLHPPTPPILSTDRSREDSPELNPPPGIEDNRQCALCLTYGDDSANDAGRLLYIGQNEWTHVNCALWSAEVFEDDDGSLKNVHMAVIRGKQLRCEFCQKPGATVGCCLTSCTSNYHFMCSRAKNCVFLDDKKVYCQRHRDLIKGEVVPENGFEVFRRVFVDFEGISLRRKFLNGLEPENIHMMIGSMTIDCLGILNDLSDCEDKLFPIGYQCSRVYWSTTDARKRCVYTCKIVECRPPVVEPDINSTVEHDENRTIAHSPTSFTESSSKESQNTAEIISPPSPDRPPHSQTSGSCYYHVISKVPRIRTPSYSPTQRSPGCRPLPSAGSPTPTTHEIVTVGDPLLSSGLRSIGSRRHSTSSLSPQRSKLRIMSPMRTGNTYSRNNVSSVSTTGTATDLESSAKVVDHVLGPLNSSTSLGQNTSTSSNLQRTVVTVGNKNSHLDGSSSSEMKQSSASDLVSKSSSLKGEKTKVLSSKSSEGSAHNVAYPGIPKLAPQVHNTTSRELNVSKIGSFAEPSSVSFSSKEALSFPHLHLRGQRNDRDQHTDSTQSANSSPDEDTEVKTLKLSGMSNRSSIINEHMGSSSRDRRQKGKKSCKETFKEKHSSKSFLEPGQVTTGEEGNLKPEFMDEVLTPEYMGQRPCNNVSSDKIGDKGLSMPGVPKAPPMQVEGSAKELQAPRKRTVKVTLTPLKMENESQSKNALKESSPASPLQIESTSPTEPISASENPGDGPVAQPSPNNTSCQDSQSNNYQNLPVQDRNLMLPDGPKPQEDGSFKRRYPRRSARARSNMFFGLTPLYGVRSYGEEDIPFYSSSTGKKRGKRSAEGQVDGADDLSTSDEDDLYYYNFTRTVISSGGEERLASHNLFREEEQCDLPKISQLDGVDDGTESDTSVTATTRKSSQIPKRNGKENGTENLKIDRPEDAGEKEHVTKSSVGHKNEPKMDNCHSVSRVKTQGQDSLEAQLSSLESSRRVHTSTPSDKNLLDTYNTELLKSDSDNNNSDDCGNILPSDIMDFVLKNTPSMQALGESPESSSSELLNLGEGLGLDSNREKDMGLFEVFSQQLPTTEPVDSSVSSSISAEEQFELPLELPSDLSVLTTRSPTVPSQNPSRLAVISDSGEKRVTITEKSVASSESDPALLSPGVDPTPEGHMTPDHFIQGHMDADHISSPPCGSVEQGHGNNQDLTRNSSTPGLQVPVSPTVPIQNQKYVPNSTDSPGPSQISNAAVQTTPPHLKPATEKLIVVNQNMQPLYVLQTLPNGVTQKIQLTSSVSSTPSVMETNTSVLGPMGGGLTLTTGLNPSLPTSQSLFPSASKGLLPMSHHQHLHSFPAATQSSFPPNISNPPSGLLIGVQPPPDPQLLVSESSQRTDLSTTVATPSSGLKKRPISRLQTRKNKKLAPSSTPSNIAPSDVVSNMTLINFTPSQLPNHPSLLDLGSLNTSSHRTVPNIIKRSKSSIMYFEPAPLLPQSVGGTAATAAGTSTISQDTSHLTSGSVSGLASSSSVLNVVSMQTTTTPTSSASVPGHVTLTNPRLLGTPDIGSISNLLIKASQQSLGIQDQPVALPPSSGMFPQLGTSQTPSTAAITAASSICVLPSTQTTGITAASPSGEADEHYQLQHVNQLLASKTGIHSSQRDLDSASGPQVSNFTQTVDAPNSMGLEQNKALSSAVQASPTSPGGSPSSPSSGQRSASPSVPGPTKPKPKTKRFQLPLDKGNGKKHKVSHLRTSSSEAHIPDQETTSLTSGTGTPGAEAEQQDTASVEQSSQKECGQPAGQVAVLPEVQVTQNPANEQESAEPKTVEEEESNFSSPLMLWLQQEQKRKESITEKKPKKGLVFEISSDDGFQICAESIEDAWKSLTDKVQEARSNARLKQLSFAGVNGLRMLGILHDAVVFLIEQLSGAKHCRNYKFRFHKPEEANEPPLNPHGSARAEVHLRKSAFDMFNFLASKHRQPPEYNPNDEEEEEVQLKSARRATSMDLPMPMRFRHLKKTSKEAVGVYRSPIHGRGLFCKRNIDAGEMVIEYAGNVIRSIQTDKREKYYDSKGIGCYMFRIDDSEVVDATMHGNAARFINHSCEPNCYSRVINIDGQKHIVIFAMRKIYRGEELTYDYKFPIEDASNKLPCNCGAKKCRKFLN
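Fluorescence polarization: 7 uM MLL-CXXC (stock) preincubated 5 min with compounds, then 50 nM fluorescein-HOX-A9 DNA (stock) added; 30 min ambient. Buffer 50 mM Tris-HCl pH 7.5, 50 mM NaCl, 1 mM DTT, 0.05% BSA.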
KCNH2 3.1 inh: qHTS for Inhibitors of KCHN2 3.1: Mutant qHTS; Potassium voltage-gated channel subfamily H member 2, brain isoform KCNH2 3.1 (human); U2OS KCNH2 3.1, thallium flux FluxOr; hits give low values; activity change, % (tested at about 1.8 µM); 340,000 tested, 0.95% active; AID 720553, 2013;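 active means maximum activity change below -70%; inconclusive means maximum activity change from -70% to -50%; inactive means maximum activity change above -50%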;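 further: thallium influx rate constant from kinetic fluorescence after stimulation buffer; on the % scale 0 is the no-effect control and ±100 the full control effect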
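Channel expression came from 3.1 mutant virus (1.77 x 10^8 /mL) applied to suspended U2OS cells for 4 h. Flux was tracked with FluxOr dye plus Red40 quencher, and kinetic rate constants normalized to controls.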
ASM inhibitor: Inhibitors of Secretory Acid Sphingomyelinase (S-ASM): qHTS; Potency, µM (top dose mostly 57.5 µM), for the others: top-dose activity change, negative = inhibition, actives largely listed as inhibitors; Sphingomyelin phosphodiesterase (Homo sapiens), P17405; 340,000 tested, 0.006% active; placental ASM, HMU-PC fluorogenic substrate, 60 min; AID 504937, 2011; further: potency means the concentration at half of the fitted maximal effect
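Fluorogenic HMU-PC substrate (9 uM final) is turned over by placental ASM in 60 min at 37 C after a 10 min compound preincubation. Reaction ended by alkaline stop (pH 10), with fluorescence read at 386/447 nm.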
GALK inhibitor: qHTS Assay for Inhibitors of Human Galactokinase (GALK); P51570; Purified GALK, Kinase-Glo residual ATP luminescence; Potency, µM (series often up to 57.5 µM), inactives show at the highest dose activity change, negative = inhibition, hits mostly inhibitors; 270,000 tested, 0.007% active; AID 1868, 2009; further: potency means the concentration at half of the fitted maximal effect; on the % scale 0 is the no-effect control and ±100 the full control effect
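Compounds were pin-transferred into ATP buffer (35 uM final), then GALK plus galactose (5 nM, 100 uM final) was added. After 1 h at room temperature, Kinase-Glo Plus was added and luminescence read after 10 min.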
* marks the source's active call; other numbers are inactive results; ? = inconclusive; nt = no result given; [ ] = remark or other dose. Unless noted, the call rests on the fitted dose curve; in most records, active means well fitted curve in the direction sought with a large enough effect; inconclusive means small, poorly fitted or top-dose-only effect, or another doubt; inactive means no such curve, though single readings can be large; an effect the other way counts as inactive or inconclusive.

1. CC1CCN(C(C(=O)O)c2ccccc2)CC1 (configuration not stated)
2. COc1ccc(/C=C2\Oc3cc(OCC(=O)N4CCC[C@H]4C(=O)O)ccc3C2=O)c(OC)c1OC
3. COc1cccc(C2C3=C(N=c4s/c(=C\c5ccc(O)cc5)c(=O)n42)c2ccccc2CC3)c1OC (configuration not stated)
4. COc1ccccc1NS(=O)(=O)c1cccc(C(=O)NCC(c2ccc(F)cc2)N2CCOCC2)c1 (configuration not stated)
5. COc1cc(C(=O)Nc2ccc3c(c2)C(=O)N(CCC(=O)O)C3=O)cc(OC)c1OC
6. COc1cccc(C(=O)CSc2nnc(CNc3nc(-c4ccccc4)cs3)n2C)c1
7. CC12CC(c3ccccc3O1)N(C(=O)c1ccc(Br)o1)C(=O)N2c1ccccc1 (configuration not stated)
8. O=C(Cn1cnc([N+](=O)[O-])n1)c1ccc(O)c(O)c1
9. CCCn1c(N)c(N(CCOC)C(=O)c2ccc(F)cc2F)c(=O)[nH]c1=O
10. C=CC[C@@H](CC(=O)OC(C)(C)C)C(=O)OC[C@@H]1CCCN1C(=O)[C@@H](CC=C)CC(=O)N[C@@H](CO)Cc1ccccc1
assay / compound,1,2,3,4,5,6,7,8,9,10
a7 integrin act,-25%,-8%,-17%,-8%,4%,-18%,4%,24%,-7%,4%
TRPV1 ag,-6,-2,5,0,-1,-1,8,2,-3,nt
A-T KAP1 phos,0%,2%,-2%,1%,0%,-3%,2%,2%,-7%,1%
KCNH2 WT inh,-3,1,-2,-14,-13,-1,-5,9,4,-7
Coupling enz,6,-3,0,nt,0,-1,0,-2,3,nt
MBNL1 CUG block,nt,?,-8%,nt,?,?,4%,?,-6%,nt
MLL CXXC-DNA inh,0%,1%,16%,nt,15%,3%,8%,6%,8%,nt
KCNH2 3.1 inh,22,-7,-7,5,-1,-4,-6,-11,7,-5
ASM inhibitor,-2%,97%[activator],-4%,0%,2%,-15%,-13%,3%,-1%,2%
GALK inhibitor,1%,nt,0%,nt,-2%,-1%,-2%,-1%,0%,nt

11. O=C1COc2ccc(S(=O)(=O)CCC(=O)N3CCN(c4cccc(C(F)(F)F)c4)CC3)cc2N1
12. O=C(COc1cccc2ccccc12)NNC(=O)c1cnccn1
13. Cc1cc(C)nc(/N=C(\N)N2CCCCC2)n1
14. Cc1ccc(NCc2nnc(SC(C)C(=O)N/N=C/c3ccc(C)o3)n2-c2ccccc2)cc1 (configuration not stated)
15. CCCCNc1nc(C)c(C(C)=O)cc1C#N
16. Cc1cccc(N(C(=O)c2csnn2)C(C(=O)NC2CCCCC2)c2ccncc2)c1 (configuration not stated)
17. CC1C(=O)C(C)(C)C(=O)OC1c1ccccc1 (configuration not stated)
18. O=C(CCCn1c(=S)[nH]c2ccccc2c1=O)N1CCOCC1
19. O=C(NCC1CCCO1)C1CCN(C(=O)c2ccc(Cl)cc2)CC1 (configuration not stated)
20. Cn1c(=O)c2c(ncn2CC(=O)OCC(=O)c2ccc(Cl)cc2)n(C)c1=O
assay / compound,11,12,13,14,15,16,17,18,19,20
a7 integrin act,-14%,-18%,19%,-16%,?,15%,?,11%,10%,14%
TRPV1 ag,25,2,3,-4,-3,0,3,-8,nt,0
A-T KAP1 phos,-6%,1%,-9%,-1%,-6%,2%,-4%,0%,11%,0%
KCNH2 WT inh,30,-5,8,7,-13,-2,2,6,-5,5
Coupling enz,nt,-1,-1,1,0,-3,2,1,5,nt
MBNL1 CUG block,-2%,5%,?,15%,4%,11%,-8%,-4%,4%,nt
MLL CXXC-DNA inh,-1%,7%,-8%,0%,22%,?,3%,-6%,-2%,nt
KCNH2 3.1 inh,-30,13,-8,10,13,0,-12,-17,16,-2
ASM inhibitor,-3%,1%,5%,1%,0%,4%,7%,-3%,4%,-1%
GALK inhibitor,-6%,2%,1%,-3%,0%,7%,-2%,2%,1%,nt

Some of these compounds in order of SMILES length, lowest first.
19. O=C(NCC1CCCO1)C1CCN(C(=O)c2ccc(Cl)cc2)CC1 (configuration not stated)
14. Cc1ccc(NCc2nnc(SC(C)C(=O)N/N=C/c3ccc(C)o3)n2-c2ccccc2)cc1 (configuration not stated)
11. O=C1COc2ccc(S(=O)(=O)CCC(=O)N3CCN(c4cccc(C(F)(F)F)c4)CC3)cc2N1
assay / compound,19,14,11
a7 integrin act,10%,-16%,-14%
TRPV1 ag,nt,-4,25
A-T KAP1 phos,11%,-1%,-6%
KCNH2 WT inh,-5,7,30
Coupling enz,5,1,nt
MBNL1 CUG block,4%,15%,-2%
MLL CXXC-DNA inh,-2%,0%,-1%
KCNH2 3.1 inh,16,10,-30
ASM inhibitor,4%,1%,-3%
GALK inhibitor,1%,-3%,-6%

Following part.
21. CCOC(=O)Cc1csc(NC(=O)Nc2ccc(F)cc2)n1
22. Cc1cccc(-c2noc(CCC(=O)NCc3ccccc3)n2)c1
23. Cc1ccc(NC(=O)COC(=O)[C@@H]2CCCN2C(=O)c2cccs2)cc1S(=O)(=O)N(C)C
24. CCCCCc1ccc(-c2ccc(=O)[nH]n2)cc1
25. COCCCNc1nc2c([nH]1)c(=O)[nH]c(=O)n2C
26. COc1ccc(C2NC(=O)NC(C)=C2C(=O)OCc2ccccc2)cc1 (configuration not stated)
27. COc1ccc(Nc2ccc(Nc3ccc(OC)cc3)nn2)cc1
28. Cc1cc2c(C)ccc(C)c2nc1SCC(=O)c1cccs1
29. Cc1ccc(CNC2CCCCC2)s1
30. O=C(N/N=C/C=C/c1ccco1)c1cccs1
assay / compound,21,22,23,24,25,26,27,28,29,30
a7 integrin act,?,-16%,15%,-10%,22%,5%,-4%,-36%,5%,-2%
TRPV1 ag,17,?,2,7,-2,-3,1,3,2,8
A-T KAP1 phos,10%,15%,0%,7%,3%,-3%,-5%,4%,5%,-8%
KCNH2 WT inh,-3,-10,16,10,-5,-13,nt,-1,2,7
Coupling enz,0,1,1,1,1,-1,2,-1,1,-17
MBNL1 CUG block,nt,-8%,2%,2%,-9%,-2%,15%,1%,3%,?
MLL CXXC-DNA inh,3%,32%[activator],-16%,3%,17%,-1%,5%,12%,-1%,3%
KCNH2 3.1 inh,0,-2,10,12,14,-16,-14,-16,-1,12
ASM inhibitor,3%,-2%,-4%,?,4%,2%,-9%,-10%,5%,-1%
GALK inhibitor,-1%,2%,1%,5%,10%,8%,-2%,-3%,-2%,-1%

31. Cc1ccc(-c2nc(CS(=O)(=O)CC(=O)NC3CC3)c(C)o2)cc1
32. Cc1ccc(NC(=O)COS(=O)c2ccc(C)cc2)cc1 (configuration not stated)
33. Cc1ccc(C)c(N2CCN(C(=O)C3CCN(S(=O)(=O)c4cccc5nsnc45)CC3)CC2)c1
34. COc1ccc(/C=C/C(=O)NCC(=O)N/N=C/c2cc(Br)ccc2OC)cc1
assay / compound,31,32,33,34
a7 integrin act,3%,23%,-12%,-35%
TRPV1 ag,3,2,nt,0
A-T KAP1 phos,17%,-1%,0%,1%
KCNH2 WT inh,-13,-8,-5,-11
Coupling enz,nt,2,-2,0
MBNL1 CUG block,0%,6%,?,13%
MLL CXXC-DNA inh,8%,-1%,-1%,33%[activator]
KCNH2 3.1 inh,-1,9,-9,-6
ASM inhibitor,1%,2%,-8%,0%
GALK inhibitor,-7%,1%,-2%,nt
